MC4R barr agon = MC4R agonists recruiting beta-arrestin, primary screen, cell-based, luminescence, agonist arm of biased-ligand search. Melanocortin receptor 4 (Homo sapiens), P32245. activation, % at 8.9 µM. 360,000 compounds, 0.98% hits. U2OS MC4R beta-arrestin complementation; percent of melanotan II response, DMSO zero;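 active means activation above a per-plate cutoff, the mean activation of sample wells on that plate plus 3 SD, cut at about 8% in these data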
Target sequence (P32245 whole entry, looked up): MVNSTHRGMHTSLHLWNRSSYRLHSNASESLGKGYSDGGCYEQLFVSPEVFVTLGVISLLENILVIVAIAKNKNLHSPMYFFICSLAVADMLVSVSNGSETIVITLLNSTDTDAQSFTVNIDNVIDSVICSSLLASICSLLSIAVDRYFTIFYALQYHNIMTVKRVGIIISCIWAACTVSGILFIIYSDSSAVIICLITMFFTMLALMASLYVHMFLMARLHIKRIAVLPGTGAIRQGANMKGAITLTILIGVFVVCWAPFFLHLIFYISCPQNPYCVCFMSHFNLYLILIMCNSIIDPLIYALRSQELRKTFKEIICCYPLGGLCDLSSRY
MC4R antag cAMP = MC4R antagonists of cAMP signaling, primary screen, cell-based, TR-FRET, antagonist arm of biased-ligand search; Melanocortin receptor 4 (Homo sapiens), P32245; MC4R-expressing cells, MTII-stimulated cAMP, LANCE TR-FRET; inhibition, % at 6.5 µM; 360,000 compounds, 0.48% hits;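 active means inhibition above its plate's cutoff, the mean of tested wells on that plate plus 3 SD, cut at about 29% in these data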;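 further: 0% = Melanotan II alone and 100% = Melanotan II plus saturating MCL0020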
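system = U2OS cells with stable human MC4R expression | also added = Melanotan II challenge after compound preincubation | dosing = one concentration, 6.5 µM nominal | incubation = compound 30 min, challenge 1 h, detection 1 h | measured by = TR-FRET with Eu-cAMP and labeled anti-cAMP, 671 nm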
N-glyco inh = increase of ERlucT glycosylation luciferase signal, primary screen, N-linked glycosylation inhibitor project, D54 ERlucT cells, luminescence, set 2; D54 ERlucT glycosylation luciferase reporter, 24 h; percent of 100 nM tunicamycin response; reporter increase, % at 12.5 µM; 360,000 compounds, 0.23% hits; AID 588692, 2011;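 active means mean luciferase reporter signal, scaled so untreated is 0 and the glycosylation-blocking control 100, at or above a set limit in every replicate; inconclusive means mean reaches the limit but not every replicate does; inactive means mean below the limit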;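 further: luciferase carries N-glycosylation sites so blocking glycosylation raises the light; 0% = median of neutral control wells and 100% = median of 100 nM tunicamycin wells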
ABCB6 inh MLPCN = ABCB6 transporter inhibitors, primary screen, K562-ABCB6 cells, flow cytometry, MLPCN library; ATP-binding cassette sub-family B member 6 (Homo sapiens), Q9NP58; K562-ABCB6 porphyrin accumulation, 1 h; stronger effect = lower value; fluorescence ratio to DMSO, % at 10 µM; 360,000 compounds, 0.19% hits;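 active means fluorescence ratio to DMSO below 75%, the collection mean minus 3 SD; inconclusive means too few cells collected in the well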;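 further: signal is porphyrin accumulated inside mitochondria; 100% equals median channel fluorescence of DMSO control wells; lower ratio means ABCB6 inhibition with less porphyrin fluorescence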
Vif inh = HIV Vif self-association inhibitors, primary screen, imaging, HEK293T, single point. HEK293T cells, Vif self-association by quenched fluorescence, 24 h. inhibition, % at 7.49 µM. 340,000 compounds, 0.35% hits. AID 602346, 2012; in the data active means inhibition above about 50%, passing the limit was not always enough; inconclusive means no clear call, values can overlap the other calls; inactive means below about 31%; further: some results filed as inactive read as strong as hits
aDG glyco act = activators of alpha-DG glycosylation, primary screen, uHTS, Pro5-aDG cells, AlphaScreen; 360,000 compounds, 0.22% hits; activation, % at 10 µM; alpha-DG glycosylation AlphaScreen (IIH6); 0% Pro5, 100% B10-LARGE cell signal;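 active means activation of at least 8% versus controls, or a plate z-score of at least 8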;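 further: Pro5 are CHO cells carrying HIG-tagged alpha-DG that lacks glycosylation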
Exocytosis inh = LAMP-1 surface exposure blockers, TALL-104 cells – cell-based, flow cytometry, MLPCN library, primary screen; TALL-104 LAMP-1 surface exposure; cells stimulated with thapsigargin and PMA; AID 651702, 2012; inhibition, % at 10 µM; 360,000 compounds, 0.66% hits;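 active means inhibition above about 55%, limit read from the data; inconclusive means no clear call, values can overlap the other calls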
ABHD5-PLIN5 inh = ABHD5-PLIN5 interaction inhibitors, primary screen, cell lysate, split luciferase complementation, luminescence. Perilipin-5 (Homo sapiens) + 1-acylglycerol-3-phosphate O-acyltransferase ABHD5 (Homo …. Split G. princeps luciferase complementation, 4 h. inhibition, % at 4 µM. 360,000 compounds, 0.78% hits;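 active means inhibition above the mean inhibition across every tested compound plus 3 SD, cut at about 22% in these data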;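 further: 0% = DMSO only wells and the 100% control is not disclosed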
NOD2 RIPK2 PPI = NOD2-RIPK2 binding disruptors in cells, primary screen, fluorescence, CHO cells, BLA complementation | 360,000 compounds, 0.38% hits | CCF4 ratio | inhibition, % at 4.98 µM; in the data active means inhibition above about 21%;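 further: 0% = vehicle only and 100% = reference blocker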
Target sequence (O43353 whole entry, looked up): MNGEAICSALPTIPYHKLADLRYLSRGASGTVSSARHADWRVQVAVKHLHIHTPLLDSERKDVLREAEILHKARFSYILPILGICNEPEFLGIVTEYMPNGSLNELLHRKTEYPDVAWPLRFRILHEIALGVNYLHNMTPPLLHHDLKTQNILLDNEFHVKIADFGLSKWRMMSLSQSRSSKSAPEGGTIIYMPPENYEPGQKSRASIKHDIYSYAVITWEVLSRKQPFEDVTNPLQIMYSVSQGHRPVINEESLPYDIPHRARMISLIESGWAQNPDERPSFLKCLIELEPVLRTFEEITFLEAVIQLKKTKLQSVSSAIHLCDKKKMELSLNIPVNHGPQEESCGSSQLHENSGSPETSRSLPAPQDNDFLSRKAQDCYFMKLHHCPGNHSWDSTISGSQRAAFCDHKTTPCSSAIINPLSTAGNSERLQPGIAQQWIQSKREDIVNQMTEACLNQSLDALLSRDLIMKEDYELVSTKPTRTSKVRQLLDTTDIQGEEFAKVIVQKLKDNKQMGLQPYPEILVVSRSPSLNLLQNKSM
TLR9-MyD88 inh = inhibitors of TLR9-MyD88 association in cells, primary screen, cell-based, CHO, BLA complementation, fluorescence; Toll-like receptor 9 (Homo sapiens) + Myeloid differentiation primary response protein …; CCF4 FRET ratio; inhibition, % at 4.98 µM; 340,000 compounds, 0.21% hits; AID 504734, 2011;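 active means inhibition above the mean over all tested compounds plus 3 SD, cut at about 21% in these data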;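 further: 0% = DMSO only wells and 100% = clavulanate BLA inhibitor control wells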
The depositor's hits bear a star; ? = inconclusive; . = no result given.

SMILES | MC4R barr agon | MC4R antag cAMP | N-glyco inh | ABCB6 inh MLPCN | Vif inh | aDG glyco act | Exocytosis inh | ABHD5-PLIN5 inh | NOD2 RIPK2 PPI | TLR9-MyD88 inh
Cc1ccc2nc(SCC(=O)NC3CCS(=O)(=O)C3)[nH]c2c1 (stereo unspecified) | -1.6 | -1 | 0 | 96 | -1 | -0.1 | 0 | 5 | -5 | -2
O=C1NC[C@@H](CCCCN2CCN(CC3CCCCC3)C(=O)C2=O)N(Cc2ccccc2)C1=O | . | . | . | 96 | . | 0.0 | -7 | 5 | -14 | .
CC(C)(C)c1ccc2c(c1)N(CC(=O)N1CCOCC1)C(=O)CO2 | -1.6 | 5 | 2 | 100 | 4 | 0.0 | -2 | -2 | 4 | -2
CCOC1=C2[C@H](c3cccc(Cl)c3)N(S(=O)(=O)c3ccc(C)cc3)C[C@H]2n2c(=O)n(-c3ccccc3)c(=O)n2C1 | . | . | 0 | 101 | -9 | 0.8 | -9 | 9 | -7 | .
CCOCCCNC(=O)/C(C#N)=C/c1cc(Br)c(O)c(Br)c1 | 0.0 | -26 | 30* | 100 | 17 | -0.2 | 8 | 0 | 2 | -7
COC(=O)CCN(c1ccccc1)S(=O)(=O)c1ccc(OC)cc1 | -1.6 | -8 | 0 | 98 | 0 | -0.2 | 0 | -2 | 3 | -6
O=C(O)CCCC(=O)N1N=C(c2ccco2)CC1c1ccco1 (stereo unspecified) | 0.9 | -5 | 3 | 97 | -4 | 0.0 | -2 | 2 | 1 | -8
COc1ccccc1NC(=O)COC(=O)CCC1CCCC1 | 4.5 | 1 | -1 | 104 | -9 | 0.0 | -22 | 4 | -30 | -12
CCC(=O)c1ccc(OCC(=O)OCC(=O)N2CCc3ccccc3C2)cc1 | 1.1 | 7 | 3 | 98 | 0 | 0.0 | 4 | -7 | 2 | 2
CCOC(=O)C(Cc1c[nH]c2ccccc12)NC(=O)c1ccccc1Br (stereo unspecified) | -0.9 | 26 | 0 | 100 | -1 | -0.2 | 7 | -7 | -2 | -9
CCCC(C(=O)NC(C)(C)C)N(CCN1CCOCC1)C(=O)CNS(=O)(=O)c1ccccc1 (stereo unspecified) | -0.8 | 18 | 0 | 94 | 20 | 0.1 | -8 | -1 | -1 | -5
CC(C)c1ncc(CO)n1Cc1c(Cl)cccc1Cl | -1.3 | 1 | 1 | 99 | 15 | 0.0 | 0 | -7 | -9 | 7
COc1cccc(-c2ccc(C#N)c(SCC(=O)NCc3ccco3)n2)c1 | 19* | 2 | 2 | 99 | 12 | 0.9 | 5 | 4 | 1 | 11
O=C(CN1CCOCC1)Nc1ncc(Br)cc1Br | -1.4 | 0 | 0 | 97 | -5 | -0.2 | 4 | -2 | -2 | -2
COc1cccc(NC(=S)N2CCN(S(=O)(=O)c3ccc(F)cc3)CC2)c1 | -0.1 | 17 | -2 | 101 | 1 | -0.2 | 1 | 1 | -9 | -13
Cn1c(Cn2nnc3ccccc32)nnc1SCC(=O)NCc1ccc2c(c1)OCO2 | -1.4 | 6 | 0 | 101 | 7 | 0.0 | -3 | 10 | 2 | 6
CCNC(=O)c1ccc(=O)n(Cc2ccc(Cl)cc2Cl)c1 | 1.2 | 6 | 0 | 101 | -12 | -0.2 | 6 | 3 | 2 | 0
Cc1nc2ccccn2c1C(=O)NC1CCCC1 | -0.5 | 9 | -1 | 98 | -2 | -0.1 | -2 | -6 | 2 | -5
O=C(CN1C(=O)NC(Cc2ccccc2)C1=O)NC(=O)NC1CCCCC1 (stereo unspecified) | -1.6 | 3 | 3 | 93 | 8 | 0.0 | 1 | 2 | -6 | 1
Cc1ccc([C@@H]2CC=C(C(=O)O)[C@H](c3ccc(F)cc3)N2S(=O)(=O)c2ccc(C)cc2)cc1 | -1.0 | 2 | 0 | 103 | . | 0.0 | 0 | 4 | 4 | -1
COc1ccc(/C=C/c2nc(-c3ccccc3O)n[nH]2)cc1 | -1.0 | -5 | -8 | 105 | -4 | 0.0 | -5 | -1 | -8 | -8
O=C(COC(=O)CNS(=O)(=O)c1ccccc1)Nc1ccc(Cl)cn1 | -2.6 | 8 | 0 | 103 | 1 | -0.1 | 2 | 2 | 5 | -3
COC(=O)c1ccccc1OCCCOc1ccc(C=O)cc1OC | 0.3 | 4 | -14 | 101 | 5 | 0.0 | 0 | -9 | -11 | -16
CCCCCCn1cc(CN2CC(N(C)C)CS2(=O)=O)nn1 (stereo unspecified) | . | . | . | 102 | . | -0.4 | -15 | -6 | 3 | .
CCCCCOC(=O)c1ccc(OC(=O)c2cncc(Br)c2)cc1 | 0.1 | -3 | 2 | 88 | 2 | 0.1 | -2 | -1 | -3 | -4
Additional entries follow.
SMILES | MC4R barr agon | MC4R antag cAMP | N-glyco inh | ABCB6 inh MLPCN | Vif inh | aDG glyco act | Exocytosis inh | ABHD5-PLIN5 inh | NOD2 RIPK2 PPI | TLR9-MyD88 inh
Cc1ccc(C2C(C(=O)c3ccco3)=C(O)C(=O)N2c2nnc(C)s2)cc1 (stereo unspecified) | 0.5 | 11 | 2 | 99 | 3 | 0.0 | 2 | -9 | -4 | -5
Cc1ccc(NC(=S)NCc2cccn2C)cc1 | 1.5 | 9 | -1 | 104 | -2 | 0.1 | 1 | 3 | 2 | -7
CCOC(=O)N1CCN(c2c(N3CCC(N4CCCCC4)CC3)c(=O)c2=O)CC1 | 0.3 | 1 | -2 | 96 | -1 | 0.0 | -1 | 5 | -2 | 0
CC(C)(C)c1cc(=O)n2[nH]c(N)nc2n1 | -1.7 | 25 | 0 | 105 | 14 | -0.4 | 0 | 2 | 9 | -2
COc1ccccc1-c1cn[nH]c1-c1ccc(OCc2ccccc2)cc1O | 8.2 | 3 | -3 | 94 | 3 | 0.1 | -1 | -7 | 6 | 3
COc1ccc(-c2ncccc2OC(=O)C23CC4CC(CC(C4)C2)C3)cc1 | 1.6 | -14 | 3 | 96 | -16 | -0.1 | 0 | -6 | -2 | -7
Cc1cc(NC(=O)CCC(=O)N(Cc2cccs2)C(C(=O)NC2CCCC2)c2cccnc2)no1 (stereo unspecified) | 3.5 | 4 | 2 | 95 | -5 | -0.2 | -3 | -3 | -6 | -6
CCOC(=O)C(C)n1cnc2sc(C)c(C)c2c1=O (stereo unspecified) | 1.5 | 31* | 2 | 104 | 8 | 0.0 | 1 | 3 | -2 | -7
CC(C)(C)c1cc(C(=O)N2CCN(c3ncccn3)CC2)ccn1 | -1.1 | 0 | -2 | 97 | -26 | 0.1 | -2 | 5 | 2 | -1
CC1CCc2sc3c(c2C1)c(=O)n(CC(=O)O)c(=O)n3Cc1ccc(Cl)cc1 (stereo unspecified) | -1.2 | 0 | 1 | 104 | -7 | -0.1 | 5 | -4 | -5 | 9
Cc1nnc(SCCn2c(N3CCCCC3)nc3c2c(=O)n(C)c(=O)n3C)s1 | -1.7 | 2 | 2 | 95 | 12 | 0.1 | 9 | -6 | -3 | 5
O=C(NCc1n[nH]c(=S)n1-c1ccc(Cl)c(Cl)c1)c1cccs1 | 0.4 | 11 | -1 | 101 | 2 | 0.0 | 0 | 0 | -3 | -4
COc1ccc(C2CC(c3cccc(C(F)(F)F)c3)=NN2c2ccc(S(N)(=O)=O)cc2)cc1 (stereo unspecified) | 3.7 | 13 | -6 | 99 | 22 | 2.6 | 5 | -11 | -35 | -96
Cc1cccnc1NC(=O)C1CCN(S(=O)(=O)c2ccc3c(c2)CCC(=O)N3)CC1 | 0.3 | 15 | 0 | 96 | -2 | 0.1 | -2 | -6 | 4 | -7
Cc1cccc(C(=O)OCC(=O)NCc2cccs2)c1 | -1.8 | 5 | 3 | 102 | 19 | 0.0 | -2 | 5 | -3 | -7
O=C1/C(=C/c2ccc(S(=O)(=O)O)cc2S(=O)(=O)O)CCc2ccccc21 | . | . | . | 94 | . | 0.1 | -2 | 4 | 3 | .
O=C(CCCCCN1C(=O)[C@@H]2Cc3ccccc3CN2C1=O)NCCc1ccccc1 | -1.2 | -7 | 0 | 100 | 4 | 0.1 | -1 | 0 | -12 | -3
CC(=O)Nc1ccc(C(=O)OCC(=O)Nc2ccc(N3CCOCC3)cc2)cc1 | -2.9 | 6 | 2 | 87 | -6 | -0.1 | -1 | -10 | 3 | 4
Cc1csc(N2CCN(c3cc4c(cc3Cl)nc(-c3ccncc3)n4CCCN3CCCC3)CC2)n1 | -1.4 | -2 | -2 | 100 | -12 | 2.2 | -7 | 8 | 3 | -3
COc1cccc(NC(=O)CSc2nc(C3CC3)nc3ccccc23)c1 | 4.5 | 10 | 0 | 93 | 16 | 0.1 | 2 | 9 | -7 | 5
CCOC(=O)C(=O)Nc1cc(Cl)ccc1C | -3.3 | 5 | 2 | 100 | 4 | -0.2 | -4 | 1 | -11 | 0
CC(C)(C)C(=O)Nc1nnc(SCC(=O)NCc2ccco2)s1 | -1.2 | 0 | 1 | 98 | -4 | 0.4 | 2 | 6 | -5 | 6
O=c1[nH]c2ccccc2n1Cc1ccccc1 | -1.4 | 6 | -2 | 97 | 3 | -0.3 | 0 | -1 | 3 | 7
CSc1nc2sc3c(c2c2nnnn12)CCCC3 | 8.3* | 1 | 0 | 100 | 2 | -0.1 | -1 | 4 | 0 | 3
NCc1csc(NC(=O)Nc2cccc(Cl)c2)n1 | -1.2 | 0 | 2 | 96 | -11 | -0.2 | ? | -4 | -5 | .
CCN1CCN(Cc2ccc(OC)c(OCc3ccccc3)c2)CC1 | -2.0 | 3 | -1 | 97 | -3 | 0.0 | 0 | -2 | -15 | -7
Cc1ccc(-n2nnc3ccccc3c2=O)cc1C | -1.5 | -5 | -2 | 200 | . | 0.0 | -15 | -4 | -3 | -5
O=C1CCC2CN3CCc4c([nH]c5ccccc45)C3CC2C1 (stereo unspecified) | -0.4 | 6 | 0 | 101 | 11 | -0.3 | -7 | -3 | 1 | -10
COc1cc2c(cc1OC)C1=C(C#N)CC/C(=N\S(=O)(=O)c3cccc(Cl)c3)N1CC2 | -1.3 | -2 | 4 | 73* | 2 | -0.1 | 0 | -4 | -23 | -6
C=CCn1c(COc2ccc(F)cc2)nnc1SCC(=O)Nc1cccc(S(N)(=O)=O)c1 | -2.5 | -4 | -1 | 88 | -7 | -0.4 | 1 | 2 | 0 | .

Screening results as filed in PubChem.

An excerpt (hit frequency here may not be typical).
